# RNase H inhibition = RNase H inhibition, HIV 1 Gag Pol polyprotein, FRET biochemical assay, screening (AID 372); HIV-1 RT RNase H, FRET RNA/DNA substrate fluorescence; higher % means a stronger effect; 100,000 compounds, 0.77% hits; inhibition, % at 10 µM; hits with a dose series show IC50 in µM; in the data active = inhibition above about 50%
# The depositor's hits bear a star.
# Preview (seven entries):
mol,RNase H inhibition
CCOC(=O)C1=C(C)N=c2s/c(=C/c3cc(Cl)c(OCC(=O)O)c(OC)c3)c(=O)n2C1c1ccccc1Cl (stereo not drawn),24%
O=C(N/N=C/c1cc(I)cc(I)c1O)c1ccc(Cl)c(Cl)c1,8%
CCC(C)c1ccc(OCCCOc2cccc(OC)c2)cc1 (stereo not drawn),6%
Cc1ccc(S(=O)(=O)Nc2cc(C)c(O)c(Cl)c2)cc1,11%
O=[N+]([O-])c1ccc(CNC2C3CC4CC(C3)CC2C4)cc1 (stereo not drawn),12%
O=C(Nc1ccc2nn(-c3ccc(F)cc3)nc2c1)c1ccc(-c2ccc([N+](=O)[O-])cc2)o1,46%
COc1ccc(C(=O)c2c(C)oc3ccc(O)cc23)c(OC)c1,1%

# The whole of this part, previewed entries included:
mol,RNase H inhibition
CCOC(=O)C1=C(C)N=c2s/c(=C/c3cc(Cl)c(OCC(=O)O)c(OC)c3)c(=O)n2C1c1ccccc1Cl (stereo not drawn),24%
O=C(N/N=C/c1cc(I)cc(I)c1O)c1ccc(Cl)c(Cl)c1,8%
CCC(C)c1ccc(OCCCOc2cccc(OC)c2)cc1 (stereo not drawn),6%
Cc1ccc(S(=O)(=O)Nc2cc(C)c(O)c(Cl)c2)cc1,11%
O=[N+]([O-])c1ccc(CNC2C3CC4CC(C3)CC2C4)cc1 (stereo not drawn),12%
O=C(Nc1ccc2nn(-c3ccc(F)cc3)nc2c1)c1ccc(-c2ccc([N+](=O)[O-])cc2)o1,46%
COc1ccc(C(=O)c2c(C)oc3ccc(O)cc23)c(OC)c1,1%
CCCSc1nnc(-c2ccccc2Cl)o1,0%
CCN1C(=O)/C(=C\c2ccc(OCc3ccccc3)c(OC)c2)SC1=S,13%
CC1=C(C(=O)OC2CCCC2)C(c2cccc(O)c2)C2=C(CC(c3ccc(Cl)cc3)CC2=O)N1 (stereo not drawn),13%
O=C(O)CC(CC(=O)O)c1ccccc1[N+](=O)[O-],6%
CCC(C)c1ccc(NC(=O)COc2ccc3ccccc3c2)cc1 (stereo not drawn),34%
CCOc1cc(/C=C2\SC(=S)NC2=O)ccc1OCCOc1ccc(C(C)CC)cc1 (stereo not drawn),44%
COc1cc(/C=C2/SC(=S)N(C)C2=O)cc(Cl)c1OCCOc1ccc(C)cc1,4%
O=C(N/N=C/c1ccccc1[N+](=O)[O-])NC12CC3CC(CC(C3)C1)C2,10%
Cc1ccc(C(=O)/C=C/Nc2ccc(Br)c(C)c2)cc1,11%
O=C1/C(=C/c2c(Cl)cccc2Cl)SC(=S)N1CCc1ccccc1,6%
Cc1ccc(S(=O)(=O)Nc2ccccc2C(N)=O)cc1,20%
CC1=C(C)CC2C(=O)N(c3ccc([N+](=O)[O-])cc3)C(=O)C2C1 (stereo not drawn),6%
COc1ccc(NC(=O)/C=C/c2ccc(Cl)cc2)cc1,4%
CC(C)c1ccc(/C=C(\C(=O)c2ccccc2Cl)c2nc3ccccc3o2)cc1,0%
Cc1c(Cl)cccc1NC(=O)/C=C/c1ccc2c(c1)OCO2,6%
O=C(NCc1ccccc1)Nc1ccc(Cc2ccc(NC(=O)NCc3ccccc3)cc2)cc1,33%
O=C(Nc1ccccc1)N1CCN2C(=O)c3ccccc3C12c1ccccc1 (stereo not drawn),30%
CCOC(=O)C1=C(C)N=c2s/c(=C\c3sccc3C)c(=O)n2C1c1cc(OC)ccc1OC (stereo not drawn),4%
CSc1ccc(C=Nn2c(-c3ccc(C(C)(C)C)cc3)n[nH]c2=S)cc1,20%
O=C1/C(=C\c2ccc(-c3ccc([N+](=O)[O-])cc3)o2)SC(=S)N1C1CCS(=O)(=O)C1 (stereo not drawn),5%
O=C(Nc1ccccc1)C1C(c2ccccc2)C1(Cl)Cl (stereo not drawn),14%
C=CCOc1cccc(/C=N/NC(=O)C(=O)Nc2ccc(C)c(C)c2)c1,1%
Cc1cc(Nc2ccc3c(c2)OCO3)n2c(nc3ccccc32)c1C#N,5%
COc1ccc(OC)c(/C=N/NC(=O)c2ccc[n+](Cc3ccccc3)c2)c1,11%
COc1ccc(O)c(C(=O)CC(=O)c2ccc(C)cc2)c1,0%
COc1ccc(N2C(=O)/C(=C\c3cccc(OC)c3O)SC2=S)cc1,19%
CC(=O)Nc1ccc(S(=O)(=O)N(CCc2ccccc2)CC(=O)O)cc1,6%
O=[N+]([O-])c1cc2nc(N3CCOCC3)c(N3CCOCC3)nc2cc1[N+](=O)[O-],14%
COc1cc(NC(=O)c2ccc(C(C)(C)C)cc2)c(OC)cc1NC(C)=O,6%
Cc1ccc(-c2csc(/C(C#N)=C\c3ccc(C)s3)n2)cc1,17%
CC1CCCC/C1=N/NC(=O)CNc1ccc(Cl)cc1Br (stereo not drawn),9%
O=C(N1CCCc2ccccc21)N1c2ccccc2Sc2ccccc21,24%
CCOc1cc(/C=C2/C(=N)N3N=C(CC)SC3=NC2=O)ccc1OCc1ccc(F)cc1,10%
CC1=CC(C)(C)N(C(=O)NC2CCCCC2)c2cc(C)ccc21,14%
COc1cc([N+](=O)[O-])ccc1-c1ccc(/C=c2\sc3nc4c(C)cc(C)cc4n3c2=O)o1,3%
CCOC(=O)C1CCN(Cc2ccoc2)CC1,10%
CCOC(=O)c1c(C)n(C)c2cc(Br)c(C(=O)OC)cc12,1%
CCc1ccc(/C=C2/C(=O)NC(=O)N(c3cccc(C)c3)C2=O)cc1,12%
CCOC(=O)C1=C(C)N=c2s/c(=C\c3ccc([N+](=O)[O-])o3)c(=O)n2C1c1ccc(SC)cc1 (stereo not drawn),20%
Cc1ccc(-c2cc(N=Nc3cccc(C(F)(F)F)c3)c(O)o2)c(C)c1,0%
COc1ccc(N=Cc2ccc([N+](=O)[O-])s2)cc1,8%
O=[N+]([O-])c1ccc(-c2cn3c(n2)sc2ccccc23)cc1,13%
CCn1c2c(c3cc(C)ccc31)CCCC2=O,16%
O=C(NN=C1c2ccccc2-c2ccccc21)c1ccccc1,0%
N#CCN(CC#N)C(=O)c1cccc(Cl)c1,0%
O=C(Nc1ccc(-c2csc(Nc3cccc(O)c3)n2)cc1)c1ccccc1,19%
Cc1cc(C)c(C)c(OCCOCCN(C)CCO)c1,0%
CCN(CC)C(=O)c1sc(NC(=O)c2cc(-c3cccc(C)c3)nc3ccccc23)c(C(=O)OC)c1C,17%
CC1=NNC(=O)C1CC(=O)N/N=C/c1cc(Br)ccc1O (stereo not drawn),2%
COc1cc(-c2ccc(NC(=O)c3cccc(F)c3)c(OC)c2)ccc1NC(=O)c1cccc(F)c1,5%
CCOC(=O)c1c(CC(C)C)csc1/N=C/c1c(C)[nH]n(-c2ccccc2)c1=O,13%
CCOc1ccc(/C=C2/SC(=S)N(C)C2=O)c(OCC)c1,16%
Cc1cc(Br)ccc1NC(=O)/C=C/c1cccc([N+](=O)[O-])c1,19%

# 3 compounds drawn at random from the list so far:
mol,RNase H inhibition
Cc1ccc(-c2cc(N=Nc3cccc(C(F)(F)F)c3)c(O)o2)c(C)c1,0%
Cc1c(Cl)cccc1NC(=O)/C=C/c1ccc2c(c1)OCO2,6%
CC(C)c1ccc(/C=C(\C(=O)c2ccccc2Cl)c2nc3ccccc3o2)cc1,0%

# Continuation.
mol,RNase H inhibition
O=C(CCN1C(=O)c2cccc3cccc(c23)C1=O)OC/C=C/c1ccccc1,30%
Cc1ccc(CCSc2c(Cl)cccc2Cl)cn1,11%
CC(=O)c1cccc(Nc2nc(-c3ccc(Cl)c(Cl)c3)cs2)c1,1%
Cc1cc(N/N=C/c2ccccc2Cl)nc(-c2ccccc2)n1,15%
Cc1ccc(N(Cc2ccc(C(=O)NCCSc3ccccn3)cc2)S(C)(=O)=O)cc1C,18%
O=C(CC(=O)c1ccccc1)Nc1cccc(C(=O)O)c1,0%
CCOc1ccc(Nc2nc3cc(C)ccc3cc2C)cc1,15%
CCn1c(C)nc2cc(C(=O)Nc3ccccc3)ccc21,1%
CCC1CCc2c(sc(NC(=O)C3C4CCC(C4)C3C(=O)O)c2C(N)=O)C1 (stereo not drawn),24%
COc1ccc(-c2nnc(NC(=O)c3ccco3)s2)cc1,5%
O=C(Cc1cccc2ccccc12)N/N=C/c1ccc(-c2cccc(Cl)c2)o1,32%
N#C/C(=C/c1ccc(OCc2ccc(C(=O)O)cc2)cc1)C(=O)Nc1ccccc1,0%
Cc1ccc(-c2nn(CCC#N)cc2C=O)o1,0%
c1ccc(OCCCCCCN2CCOCC2)cc1,6%
Fc1ccc(C2CC(c3cccs3)=NN2c2cccc(Cl)c2)cc1 (stereo not drawn),3%
O=[N+]([O-])c1ccccc1S(=O)(=O)NCCSCc1ccc(Cl)cc1,50%*
COc1cccc(OC)c1C(=O)Nc1ccc(C)cc1Br,1%
Cc1ccsc1C=C1C(=O)N(C)C(=S)N(C)C1=O,9%
CCOC(=O)C1CCCN(S(=O)(=O)c2ccc(OC)cc2)C1 (stereo not drawn),6%
COc1ccc(NC(=O)C(=O)NCc2ccccn2)c(OC)c1,2%
CN(C)c1ccc(-c2nc3cc(NC(=O)c4ccccc4Br)ccc3o2)cc1,9%
O=C(N/N=C/c1cccc(Cl)c1)c1cccc(F)c1,9%
O=C(NCc1ccccc1Cl)c1cccc2ccccc12,15%
Cc1ccc(S(=O)(=O)Nc2ccccc2C=NC(C)C)cc1,3%
O=C(CCCN1C(=O)/C(=C\c2cccc(Br)c2)SC1=S)Nc1ccc(C(=O)O)cc1,7%
Cc1ccc(N=Cc2cc([N+](=O)[O-])ccc2O)cc1Br,1%
COc1ccc(Nc2cc(C)nc(-n3nc(C)cc3C)n2)cc1,8%
CCN1CCN(Cc2c(C)[nH]c3c(Cl)cccc3c2=O)CC1,3%
COc1cccc(-c2cc(C(=O)NC(C)c3ccccc3)c3ccccc3n2)c1 (stereo not drawn),7%
O=C(c1cccc(C#Cc2ccccc2)c1)N1CCN(c2ccccc2F)CC1,16%
CC1CCN(S(=O)(=O)c2cc(Cl)ccc2Br)CC1,6%
O=C1Nc2ccccc2/C1=C/c1nc2ccccc2c(=O)n1-c1ccc2ccccc2c1,0%
COc1ccc(NCC2OCc3ccccc3CO2)cc1,11%
COc1ccc(-c2csc(-n3[nH]c(-c4ccccc4)c(N=Nc4ccccc4C(=O)O)c3=O)n2)cc1,15%
O=C(O)CCC(=O)Nc1ccccc1C(=O)Nc1ccccc1,7%
Cc1cc(C)c2oc(-c3ccc(NC(=S)NC(=O)c4ccccc4Br)cc3)nc2c1,23%
Cc1cc2oc(=O)cc(C)c2cc1NC(=O)C(C)C,27%
N/C(=N\OC(=O)COc1ccc(Br)cc1Cl)c1cccc([N+](=O)[O-])c1,25%
CCOc1ccccc1NC(=O)c1c(NC(=O)c2cccs2)sc2c1CCC2,9%
COc1ccc(C2CC(c3ccc(Cl)cc3)=NN2c2cccc(Br)c2)c(OC)c1 (stereo not drawn),3%
O=C(Nc1ccccc1F)c1cccc2ccccc12,10%
CCCOc1ccc(C2C(C(=O)OC)=CN(CC3CCCO3)C=C2C(=O)OC)cc1 (stereo not drawn),10%
Cc1oc(-c2ccccc2)cc1C(=O)NC(Cc1ccccc1)C(=O)O (stereo not drawn),0%
Cc1c(Cl)cccc1N=Cc1ccc[nH]1,25%
O=C1NC(=O)N(c2cccc(F)c2)C(=O)/C1=C/c1ccc(N2CCOCC2)o1,18%
COc1ccc(-c2csc(-n3[nH]c(-c4ccc([N+](=O)[O-])cc4)c(N=Nc4ccccc4C(=O)O)c3=O)n2)cc1,7%
O=C(Cc1ccccc1)NC(=S)Nc1cc([N+](=O)[O-])ccc1Cl,15%
Cc1ccc(N2C(=O)NC(=O)/C(=C\c3cc(Cl)c(OCC(=O)O)c(Cl)c3)C2=O)cc1,0%
COc1ccc(S(=O)(=O)NNC(=O)c2ccc([N+](=O)[O-])cc2)cc1,13%
O=C1CSC(=S)N1c1ccccc1C(F)(F)F,12%
COc1cccc(NC(=O)COc2ccc3ccccc3c2)c1,4%
O=C1S/C(=C/c2ccccc2F)C(=O)N1CNc1ccccc1Cl,5%
COc1cc(/C=c2\sc3nc4ccccc4n3c2=O)cc(Cl)c1OCc1ccccc1Cl,23%
CC1CN(c2c(Cl)cccc2[N+](=O)[O-])CCN1S(C)(=O)=O (stereo not drawn),1%
COc1ccccc1C(=O)OC1CC(C)N(C)CC1C (stereo not drawn),4%
CCOc1ccc(N2C(=O)NC(=O)/C(=C/c3cccc4ccccc34)C2=O)cc1,73%*
CCOC(=O)C1=C(c2ccc(OC)cc2)NC(=O)NC1c1ccc2c(c1)OCO2 (stereo not drawn),13%
CC(=O)C1=C(O)C(=O)N(CCCC(=O)O)C1c1ccc([N+](=O)[O-])cc1 (stereo not drawn),7%
CCCOc1cc(OCCC)c(C#CCN2CCCCC2)cc1C#CCN1CCCCC1,22%
COc1ccc(C2CC(=O)C3=C(C2)Nc2ccccc2NC3c2ccc(OC(F)(F)F)cc2)cc1 (stereo not drawn),20%

# Additional structures follow:
mol,RNase H inhibition
C=CCNC(=O)CN(c1ccc(Oc2ccccc2)cc1)S(C)(=O)=O,2%
Cc1ccc(C)c(OCC(=O)Nc2nc(-c3ccc(Br)cc3)cs2)c1,9%
CCOc1cccc(C2Nc3ccccc3NC3=C2C(=O)CC(c2ccc(OC)cc2)C3)c1 (stereo not drawn),9%
O=C1CCCC2=C1C(c1ccc([N+](=O)[O-])cc1)Nc1ccc(C(=O)c3ccccc3)cc1N2 (stereo not drawn),15%
COc1ccc(S(=O)(=O)Nc2ccccc2F)cc1,4%
CCOC(=O)COc1ccc(/C=N/NC(=O)c2ccc(O)cc2O)cc1OC,0%
O=C1NN(c2ccc(Br)cc2)C(=O)/C1=C\c1ccc(-c2cccc(Br)c2)o1,17%
Cc1c(NC(=S)NC(=O)c2oc3ccccc3c2C)cccc1-c1nc2cc(Cl)ccc2o1,13%

# Screening results deposited in PubChem by MTDP.

# Not all compounds are listed (hit frequency here may not be typical).
